RMI-FANCM inh: disruptors of RMI1/RMI2 association with MM2 peptide – biochemical, fluorescence polarization, human, primary screen; RMI core complex (RMI1/RMI2) binding to FANCM MM2 peptide, human; RMI core complex with F-MM2 peptide; hits give low values; FP signal (polarization) at 33 µM; actives 0.58% (n = 70,000); in the data active = FP signal below about 40; note: inactives centre near 61; strong numbers were not always called active; unit not given here
Active calls of the source: *. Only part of the results is shown. The share of hits here may be higher or lower than overall.

mol	RMI-FANCM inh
O=C(O)CCC(=O)Nc1ccc(Cl)cc1C(=O)c1ccccc1	51
Cc1cc2c(SCC(=O)Nc3nccs3)ncnc2s1	67
C=CCc1cccc2cc(C(=O)OCC(=O)c3ccccc3)c(=O)oc12	90
COC(=O)c1sccc1OS(=O)(=O)c1cn(C)cn1	58
O=C(CSc1nnnn1-c1ccccc1)N1CCC(c2noc3ccc(F)cc23)CC1	79
Cc1ccc(NC(=O)c2sccc2S(=O)(=O)N(C)c2ccc(Cl)cc2)cc1	65
O=C(COc1ccccc1)Nc1nc(-c2ccc(Cl)c(Cl)c2)cs1	71
CCc1nnc2ccc(N3CCN(S(=O)(=O)c4ccccc4C(F)(F)F)CC3)nn12	66
Cc1cccc(NC(=O)Cn2c(C)cc(C)c(-c3nc(-c4ccc(Cl)cc4)no3)c2=O)c1C	120
CCc1[nH]c(=S)[nH]c(=O)c1C#N	54
CSc1nnc(CCc2c(C)[nH]c(=O)[nH]c2=O)o1	62
C=CCNC(=O)Cc1csc(NC(=O)OC)n1	75
COc1ccc2nc(-c3ccc(C)c(NC(=O)c4c(F)cccc4Cl)c3)cn2n1	95
COc1ccccc1CNC(=O)c1cc(=O)c(OC)cn1C	63
CCSc1nnc(NC(=O)CSCc2ccco2)s1	60
Cc1ccc(C)c(S(=O)(=O)Nc2ccc(O)c(Sc3nc4ccccc4s3)c2)c1	56
CCCC(=O)Nc1sc(C(=O)OCC)c(C)c1C#N	54
CCOc1ccc(NC(=O)N2CCN(c3ccc4nnc(-c5ccco5)n4n3)CC2)cc1	69
O=C1CC(c2nc(-c3ccncc3)no2)CN1c1cccc(Cl)c1 (stereo not given)	59
CCCc1cc(=O)n(CC(=O)Nc2ccccc2CC)cn1	67

The final 4 records of the part before come first, to join the parts.
mol	RMI-FANCM inh
CCCC(=O)Nc1sc(C(=O)OCC)c(C)c1C#N	54
CCOc1ccc(NC(=O)N2CCN(c3ccc4nnc(-c5ccco5)n4n3)CC2)cc1	69
O=C1CC(c2nc(-c3ccncc3)no2)CN1c1cccc(Cl)c1 (stereo not given)	59
CCCc1cc(=O)n(CC(=O)Nc2ccccc2CC)cn1	67
O=C(O)c1ccc(-c2ccccn2)s1	57
O=C(Cc1cccs1)NCCn1ncc2c(N3CCN(Cc4ccccc4)CC3)ncnc21	65
Cc1ccc(NC(=O)CC2CCCCN2S(=O)(=O)c2cccs2)cc1Cl (stereo not given)	78
COc1ccc(S(=O)(=O)N2CCN(c3cccc(C(F)(F)F)c3)CC2)c2ccccc12	57
O=C(CC(NCCCO)C(=O)O)Nc1cccc2ccccc12 (stereo not given)	55
O=C(NCCc1ccc(N2CCCC2)cc1)c1c(F)cccc1Cl	72
Cc1nnc(NC(=O)c2cc(=O)c(OCC(=O)Nc3ccccc3)co2)s1	60
Cc1cccc(Cn2cnc3c(cnn3CCNC(=O)COc3ccccc3C)c2=O)c1	66
CS(=O)(=O)c1ccc(Nc2nc(CC(=O)N3CCc4ccccc4C3)cs2)cc1	63
O=C1OC2(CCCCC2)OC1c1ccccc1 (stereo not given)	56
Cc1cc(=O)n2c(-c3cccc(NC(=O)c4ccccc4C)c3)csc2n1	65
COc1ccc(C(=O)N2CCN(S(=O)(=O)c3ccc(NC(C)=O)cc3)CC2)cc1	59
COCCNC(=O)C(=O)NCCN1CCN(c2ccc(F)cc2)CC1	65
Cc1cc(C(=O)Nc2ccc(Oc3c(Cl)cccc3Cl)nc2)c(C)o1	58
CCOC(=O)Cn1cnc2c(oc3nc(-c4ccccc4)cc(-c4ccccc4)c32)c1=O	71
CCOc1ccc(NC(=O)CSc2nnc(-c3cccn(C)c3=O)n2CC)cc1	62
COc1cc(S(=O)(=O)N2CCC(C(N)=O)CC2)c(OC)cc1Br	64
Cc1ccc(S(=O)(=O)Nc2ccccc2C(=O)Nc2ccc3c4c(cccc24)CC3)cc1	58
C=CCN1C(=O)/C(=C/c2cccs2)SC1=NS(=O)(=O)c1ccccc1	62
Cc1cc(C)nc(NS(=O)(=O)c2ccc(NC(=O)CSc3nc(-c4ccccc4)c(-c4ccccc4)o3)cc2)n1	57

mol	RMI-FANCM inh
CC1=C(C(=O)Nc2ccccc2)C(c2ccco2)C(C#N)=C(SCC(=O)Nc2cccc(S(=O)(=O)N(C)C)c2)N1 (stereo not given)	69
O=C(CN1C(=O)CSCC1=O)NCc1ccc(F)cc1	60
COc1ccc(C)cc1Nc1nc(C(=O)NC2CC2)cs1	62
Cc1c(N=C2NC(=O)/C(=C/c3cccc([N+](=O)[O-])c3)S2)c(=O)n(-c2ccccc2)n1C	63
COc1ccc(C(=O)/C=C/c2cc3cc(C)ccc3nc2Cl)cc1	111
O=C(c1ccc(=O)[nH]n1)N1CCc2ccccc21	55
CN(C)/C=C1\N=C(c2cccnc2Oc2ccc(Cl)cc2)OC1=O	66
CON=C(C(=O)N[C@@H]1C(=O)N2C(C(=O)O)=C(COC(N)=O)CS[C@H]12)c1ccco1	63
CCOC(=O)N/N=C(/C)c1oc(C)cc1C	53
Cc1cccc(CC(=O)NCC2CCN(C3CCCC3)CC2)c1	52
CSc1ccccc1NC(=O)C(=O)NCC(c1ccc2c(c1)CCCN2C)N1CCN(C)CC1 (stereo not given)	73
O=C(NCc1ccc(F)cc1)C(=O)c1c[nH]c2ccccc12	61
Cc1ccc(-c2cc3c(=O)n(Cc4ccc(Cl)cc4)ccn3n2)cc1C	66
O=C1Nc2ccccc2/C1=C\c1ccccc1N1CCN(Cc2ccccc2)CC1	90
CCOc1cc(-c2nnc(NC(=O)c3ccc(C(=O)c4ccccc4)cc3)o2)cc(OCC)c1OCC	61
COc1ccc(F)cc1S(=O)(=O)NCCCn1ncccc1=O	62
O=C(O)CNS(=O)(=O)c1cccc2nsnc12	55
Cc1cnc2n(c1=O)C(CC(=O)NCc1ccc(Cl)cc1)CS2 (stereo not given)	66
O=C(COc1ccc(Cl)cc1)Nc1ccc(SCC(=O)N2CCCC2)nn1	79
CCOc1ccc2nc(NC(=O)c3ccn(CC)n3)sc2c1	66

mol	RMI-FANCM inh
CCOC(=O)[C@@H](N)CCSC	59
O=C(COc1cccc(C(F)(F)F)c1)NCCOc1cc(N2CCCCC2)ncn1	60
OC(COCC1CC2CCC1C2)CN1CCN(C(c2ccccc2)c2ccccc2)CC1 (stereo not given)	69
COc1ccc(OC)c(-c2csc(N)n2)c1	69
CCN(CC)S(=O)(=O)c1ccc(C(=O)Nc2nc(-c3ccc(Cl)c(Cl)c3)cs2)cc1	48
CN(C)CCCN1CNC(=S)NC1	56
CSc1nc2ccc3nc(NC(=O)c4ccccc4Oc4ccccc4)sc3c2s1	89
Cc1cc(S(=O)(=O)C(CNC(=O)c2ccc(C(F)(F)F)cc2)c2ccco2)ccc1F (stereo not given)	63
CCn1nc(C)cc1C(=O)Nc1nc2c(s1)CC(C)CC2 (stereo not given)	67
COc1ccc(S(=O)(=O)Cc2nc(-c3ccc(OC(C)C)cc3)no2)cc1	87
CC(C)(C)c1cc(NC(=O)C(Cl)Cl)c(C(N)=O)s1	56
CC(=O)OCC(OC(C)=O)C(OC(C)=O)C(OC(C)=O)C(OC(C)=O)C(COC(C)=O)OC(C)=O (stereo not given)	62
CS(=NC(=O)c1cccc2nonc12)c1ncccc1C(F)(F)F (stereo not given)	56
Cn1c(=NC(=O)c2ccc(C#N)cc2)sc2cc(Br)ccc21	63
CC(=O)Nc1cccc(NC(=O)C(=O)NCCN2CCN(c3ccccc3F)CC2)c1	66
Cc1cccc(OCC(=O)N(CCn2cccn2)c2nc3c(F)cccc3s2)c1	71
O=C(Nc1cc2c(cc1[N+](=O)[O-])OCO2)c1cc2ccccc2oc1=O	60
CCOc1ccc2ccccc2c1C(=O)Nc1nnc2n1CCS2	55
CNC(=O)Cc1ccc(-n2c(=O)c3ccccc3n(CC(=O)Nc3ccc(C)cc3Cl)c2=O)cc1	103
Cc1noc(C)c1CSc1cc(C)c2ccccc2n1	60

mol	RMI-FANCM inh
CC(=O)Nc1cccc(NC(=O)CSc2nc(CC(=O)NCc3ccccn3)cs2)c1	65
CCCn1cc(C(=O)NCc2c(F)cccc2F)c2nn(-c3ccccc3)c(=O)c-2c1	52
CC(=O)OC1=CC(=O)CC(c2ccc(Cl)cc2)C1 (stereo not given)	55
Cn1cccc1C(=O)NN=C(N)CN1CCCCC1	53
COc1cccc(OC)c1C(=O)NCCn1nc(-c2cccnc2)ccc1=O	65
COc1ccc(NC(=O)CCSc2nc3c(c(-c4ccccc4)c2C#N)C(=O)CC(C)(C)C3)cc1	104
CN(C)/C=C(\C#N)c1ccccn1	55
CC(NS(=O)(=O)c1cccc(Cl)c1)C(=O)Nc1ccc(Br)cc1F (stereo not given)	74
Cc1ccc(N(C(=O)c2cc3ccccc3o2)C(=O)N2CCCCC2)cc1	56
Cc1ccc(SC(CC(=O)c2ccc(C)cc2)C(=O)O)cc1 (stereo not given)	57
COc1ccccc1N1CCN(C(CNC(=O)c2ccc(F)cc2)c2cccnc2)CC1 (stereo not given)	65
CC(C)c1ccc(-n2nnc(C(=O)N3CCCCC3)c2-n2cccc2)cc1	66
COc1ccccc1NS(=O)(=O)c1cccc(C)c1	59
Cc1nc(C(F)(F)F)ccc1C(=O)N1CCSCC1	55
Cc1cc(Br)ccc1OCC(=O)N1CCc2ccccc21	60
COc1ccccc1NC(=O)COc1cc(C(C)(C)C)nn1-c1nc(C)cc(C)n1	70
CC(C)CNC(=O)Cc1csc(SCC(=O)c2ccc3c(c2)OCO3)n1	71
COCCCNC(=O)C(=O)Nc1ccc([N+](=O)[O-])cc1	55
Cc1ccc(NC(=O)Cn2c(=O)n(Cc3ccc(F)cc3)c(=O)c3nccnc32)cc1	85
FC(F)(F)c1cc(-c2nsc(N3CCOCC3)n2)cc(C(F)(F)F)c1	56

Filtered by structure, those above with a thiophene ring, fused or not.
mol	RMI-FANCM inh
Cc1cc2c(SCC(=O)Nc3nccs3)ncnc2s1	67
COC(=O)c1sccc1OS(=O)(=O)c1cn(C)cn1	58
Cc1ccc(NC(=O)c2sccc2S(=O)(=O)N(C)c2ccc(Cl)cc2)cc1	65
CCCC(=O)Nc1sc(C(=O)OCC)c(C)c1C#N	54
O=C(O)c1ccc(-c2ccccn2)s1	57
O=C(Cc1cccs1)NCCn1ncc2c(N3CCN(Cc4ccccc4)CC3)ncnc21	65
Cc1ccc(NC(=O)CC2CCCCN2S(=O)(=O)c2cccs2)cc1Cl (stereo not given)	78
C=CCN1C(=O)/C(=C/c2cccs2)SC1=NS(=O)(=O)c1ccccc1	62
CC(C)(C)c1cc(NC(=O)C(Cl)Cl)c(C(N)=O)s1	56

Next section
mol	RMI-FANCM inh
Cc1[nH]c2ccccc2c1N=Nc1cccc(C(=O)O)c1	55
CC(C)(C)OC(=O)/C(C#N)=C/C1CCCCC1	58
Cc1cc(NC(=O)Cc2ccc(S(C)(=O)=O)cc2)on1	66
COCCn1c(C)cc(C(=O)CSc2ncnc3scc(-c4ccccc4)c23)c1C	66
CCCCCOC(=O)Nc1[nH]c(C)c(C(=O)OCC)c1C	59
Nc1[nH]c(=S)[nH]c(=O)c1NC(=O)c1ccco1	66
CC(C)S(=O)(=O)Nc1ccc2c(c1)N(C(=O)c1ccco1)CC2	67
O=S(=O)(c1ccc(-c2ccc(Cl)cc2)cc1)N1CCN(c2ccccc2)CC1	68
COCCn1c(=NC(C)=O)sc2cc(NC(C)=O)ccc21	70
Cc1noc(C)c1S(=O)(=O)N1CCN(C2c3ccccc3-c3ccccc32)CC1	53
O=C(O)CCn1cnc2c(cnn2-c2ccc(F)cc2)c1=O	68
N#CCSc1ccc(F)cc1	54
O=C(Cc1ccccc1)Nc1nnc(SCc2ccccc2Cl)s1	57
Cc1ccc2c(c1)N(C(=O)CN1CCN(Cc3ccccc3F)S1(=O)=O)CCO2	64
Cn1ncc(S(=O)(=O)Cc2ccccc2)c(Cl)c1=O	63
CNC(=O)Cn1c(=O)n(Cc2ccc(Cl)cc2)c(=O)c2ncccc21	70
CCS(=O)(=O)Nc1ccc(C2=NN(S(=O)(=O)c3ccc(F)cc3)C(c3ccccc3C)C2)cc1 (stereo not given)	121
CN1CCN(C(CNC(=O)NC(C)(C)C)c2ccc3c(c2)CCN3C)CC1 (stereo not given)	61
COc1ccc(Oc2ccc([N+](=O)[O-])cc2-c2nc(-c3cnccn3)no2)cc1	55
Cc1n[nH]c(=O)nc1N/N=C\c1ccc(N(C)C)cc1	185

mol	RMI-FANCM inh
CCc1c(C(=O)OCc2ccccc2)[nH]c(C)c1C	55
CN1CCCc2cc(C(CNC(=O)C(=O)NCc3ccc4c(c3)OCO4)N3CCOCC3)ccc21 (stereo not given)	58
O=C(NCC1CCCO1)C(=O)Nc1cccc(N2CCCC2=O)c1 (stereo not given)	54
CC12CCC(C(=O)Nc3ccc(C(F)(F)F)cc3)(CC1=O)C2(C)C (stereo not given)	57
O=C(Nc1ccc(N2CCOCC2)cc1)c1ccc([N+](=O)[O-])cc1Cl	56
O=c1[nH]c(C2CC2)nc2c1CSCC2	55
COc1ccccc1C1CCN(C(=O)CSc2nnc(NC(=O)c3ccccc3)s2)CC1	59
COC(=O)c1cn(-c2ccccc2)nn1	55
NC(=O)C1Cc2ccccc2N1C(=O)Cc1ccc(F)cc1 (stereo not given)	54
